From PubChem BioAssay
PI4K2A block: PI4K2A (human) kinase inhibition | Q9BTU6 | purified PI4K2A, ADP-Glo luminescence, 1 h; hits give low values | activity change, negative = inhibition, % at 76.9 µM | 0.13% of 420,000 active; in the data active = activity change below about -50%;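 note: -100% = wells without enzyme as full effect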
Target sequence (Q9BTU6 whole entry, looked up): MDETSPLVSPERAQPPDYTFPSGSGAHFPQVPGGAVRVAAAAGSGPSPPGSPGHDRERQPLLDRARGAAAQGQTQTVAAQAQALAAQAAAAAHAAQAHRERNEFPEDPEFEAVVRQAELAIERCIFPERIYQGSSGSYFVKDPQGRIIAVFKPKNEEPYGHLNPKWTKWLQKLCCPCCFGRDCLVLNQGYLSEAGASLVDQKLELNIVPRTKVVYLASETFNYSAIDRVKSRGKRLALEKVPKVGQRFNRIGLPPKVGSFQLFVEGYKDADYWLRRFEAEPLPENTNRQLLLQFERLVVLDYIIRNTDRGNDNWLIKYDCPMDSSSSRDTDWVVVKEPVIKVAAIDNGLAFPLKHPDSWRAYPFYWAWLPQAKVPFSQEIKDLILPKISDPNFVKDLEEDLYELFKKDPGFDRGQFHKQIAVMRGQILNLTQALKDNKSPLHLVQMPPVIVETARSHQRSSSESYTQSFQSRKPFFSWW
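ADP-Glo luminescence measured ADP generated by PI4K2A enzyme (4 ug/mL before mixing) with 1.2 mM PI substrate (pre-mix) and 300 microM ATP (pre-mix). Tris pH7.5 buffer with MgCl2, Triton X-100; 1 h reaction at ambient temperature.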
* = called active by the depositor; i = inactive. The list is partial; rates above refer to the full screens.

SMILES	PI4K2A block
CCCC[C@H](C(=O)N(C)c1ccccc1)[C@@H](O)c1ccc(Cl)cc1	-1
CC1(C(=O)NCc2ccccc2)CN(S(C)(=O)=O)CC(=O)N1CCc1ccccc1 (stereo unspecified)	-1
O=C(Cn1nnc(-c2ccc(N3CCOCC3)cc2)n1)c1ccccc1	2
N#Cc1ccc(/C=C2\CC3(OC(=O)c4cccc(F)c4)CCCN2C3)cc1 (stereo unspecified)	5
Cc1cccc(C)c1N1C(=O)c2ccccc2NC(=O)C1C(=O)NCCc1ccccc1F (stereo unspecified)	-1
O=C(NCc1ccco1)C1CCCN(S(=O)(=O)c2ccccc2F)C1 (stereo unspecified)	4
CCOC(=O)[C@@]12CN(C(=O)OC(C)(C)C)CC=C1N(Cc1ccc(OC)cc1)C(=O)[C@H]2CC(=O)N1CCCC1	-2
O=C(NCc1cccs1)O[C@H]1CC[C@@]23CCCN2C(=O)CCC[C@H]3C1	-3
Cc1ccccc1CC(=O)Nc1nnc(-c2cccnc2)s1	4
COc1ccc(CN(CCN2CCOCC2)C(=O)c2ccccc2C)cc1OC	1
CNC(C)C(=O)NC(C(=O)N1CCCC1C(=O)Nc1cccc2ncccc12)C(C)C (stereo unspecified)	-4
CCC(NC(=O)c1cccc2c1C(=O)N(Cc1cccnc1)C2)c1ccccc1 (stereo unspecified)	-4
CCCC1CCC2(CC1)CCC2OC(=S)Nc1ccc(Br)cc1 (stereo unspecified)	-5
O=C(CCc1ccccc1-c1ccccc1CCNC(=O)c1ccc(F)c(F)c1)NCc1ccccc1	3
Cc1ccccc1CN1CCCCC(NC(=O)Nc2ccccc2-c2ccccc2)C1=O (stereo unspecified)	2
CCOC(=O)C[C@@H]1OC[C@H](C(C)C)N1S(=O)(=O)c1ccc(C)cc1	0
CN(C)S(=O)(=O)c1cccc(C(=O)N/N=C\c2ccco2)c1	-6
C=CCn1c(COc2ccccc2)nnc1SCC(=O)Nc1ccc(Oc2ccccc2)cc1	1
CC(=O)CC[C@@H]1CC[C@]2(CCCN(C(=O)c3ccccc3)C2)O1	-1
O=c1cc(N2CCN(c3ccnc4cc(Cl)ccc34)CC2)[nH]c(=O)n1C1CCCCC1	0

Continued, overlapping the part above by six compounds.
SMILES	PI4K2A block
Cc1ccccc1CN1CCCCC(NC(=O)Nc2ccccc2-c2ccccc2)C1=O (stereo unspecified)	2
CCOC(=O)C[C@@H]1OC[C@H](C(C)C)N1S(=O)(=O)c1ccc(C)cc1	0
CN(C)S(=O)(=O)c1cccc(C(=O)N/N=C\c2ccco2)c1	-6
C=CCn1c(COc2ccccc2)nnc1SCC(=O)Nc1ccc(Oc2ccccc2)cc1	1
CC(=O)CC[C@@H]1CC[C@]2(CCCN(C(=O)c3ccccc3)C2)O1	-1
O=c1cc(N2CCN(c3ccnc4cc(Cl)ccc34)CC2)[nH]c(=O)n1C1CCCCC1	0
Nc1[nH]n(-c2ccccc2)c(=O)c1N=Nc1ccc(F)cc1	-3
O=C(Nc1ccc(OC(F)(F)F)cc1)Nc1c(-c2ccc(F)cc2)nc2ncccn12	1
CO[C@@H]1CN(C)C(=O)c2cc(NS(=O)(=O)c3ccc(C)cc3)ccc2OC[C@H](C)N(Cc2nccs2)C[C@H]1C	-1
CCOc1ccc(NC(=O)CN2CCCN(c3ccc(OC)cc3)CC2)cc1	-4
Cc1ccc(S(=O)(=O)N2CCN(C(=O)C(O)c3ccccc3)CC2)cc1 (stereo unspecified)	2
CC(C)C[C@H]1COc2cc(Br)ccc2S(=O)(=O)N1Cc1cn(CCC2OCCO2)nn1	-2
O=C(NC1CCCC1)C(C1CC1)n1c(-c2cc3ccccc3[nH]2)nc2ccccc21 (stereo unspecified)	-15
Cc1ccc(CSc2nnc(-c3ccccc3)n2Cc2ccco2)cc1	1
CCC(C)CN1C(=O)CN(S(C)(=O)=O)CC1(C)C(=O)NC(C)C (stereo unspecified)	0
C[C@@H]1CCCN1c1ccc2c(c1)O[C@@H]1CCN(C1)S2(=O)=O	-2
Cc1cccc(N2CCN(C(C(=O)NCc3ccccc3)c3ccco3)CC2)c1C (stereo unspecified)	-2
COc1cc(C(=O)NC2CCCCN(C(C)C)C2=O)cc(OC)c1OC (stereo unspecified)	-5
CC(c1nc2ccccc2[nH]1)n1c(=O)c(-c2cccnc2)nc2ccccc21 (stereo unspecified)	-4
CCCC(=O)Nc1ccc2c(c1)C(=O)N(C)[C@H]1CC[C@@H](CC(=O)OC)O[C@@H]1CO2	5
COc1ccc(Cn2cc(CN3[C@H](CC(C)C)COc4cc(Br)ccc4S3(=O)=O)nn2)cc1	-8
COc1ccc(Cn2ccc3ccc(-c4ccc5ccn(C(=O)c6ccccc6)c5c4)cc32)cc1	3
COc1ccc(-c2nc3ccccc3n(CC(C)C)c2=O)cc1	1
Cc1ccc(-c2nnc(SCC(=O)Nc3ccc(F)cc3F)n2Cc2ccco2)cc1	0
O=C1CCC[C@H]2C[C@H](NCc3ccc(Cl)c(Cl)c3)CC[C@]23CCCN13	-1
O=C(Nc1ccc(F)cc1F)C1CCCN1S(=O)(=O)c1cccnc1 (stereo unspecified)	-4
O=C(NC1CCCCN(Cc2ccc(Cl)cc2)C1=O)c1ccc(COc2ccccc2)cc1 (stereo unspecified)	-2
CCOc1ccc(-n2c(SCC(=O)Nc3ccc(Oc4ccccc4)cc3)nnc2-c2ccncc2)cc1	-4
CCOC(=O)[C@]12CCCCC/C=C\1N(CCc1ccc(Cl)cc1)C(=O)[C@H]2CC(=O)NCCC(C)C	-6
COc1cc(/C=C/C(=O)O[C@H]2CC[C@]34C[C@]35CC[C@]3(C)[C@@H]([C@H](C)CCC=C(C)C)CC[C@@]3(C)[C@@H]5CC[C@H]4C2(C)C)ccc1O	2
CCC[C@H]1[C@@H](NC(=O)c2ccc(Cl)c(C(F)(F)F)c2)CC[C@@]23CCCN2C(=O)CCC[C@@H]13	2
Cc1cc2c(cc1C)-n1nnnc1C(N1CCN(CC(=O)NC(C)C)CC1)C(=O)N2 (stereo unspecified)	-3
COc1cc(OC)cc(C(C)c2ccc(C)cc2)c1 (stereo unspecified)	-1
Cc1cccc(C)c1NC(=O)C1(C)CSCC(=O)N1C1CCN(Cc2ccccc2)CC1 (stereo unspecified)	4
CCCOc1nccc2c1n(C)c(=O)n2C	-5
NC(=O)c1c(N)[nH]c(C(=O)c2ccccc2)c1-c1ccccc1C(F)(F)F	-2
CC(=O)N1CCc2cc(S(=O)(=O)NCCC(=O)NCc3ccccc3)ccc21	-2
CC(C)(C)NC(=O)C(C1CC1)n1c(=O)c(-c2ccccc2)nc2ccccc21 (stereo unspecified)	-1
COc1ccc(Cn2ccc3ccc(-c4ccc5ccn(C(=O)c6ccccc6OC)c5c4)cc32)cc1	1
CCCCCCCC/C=C/C(=O)O	3
CCCC(=O)O[C@]1(C(=O)COC(=O)CC)CC[C@H]2[C@@H]3CCC4=CC(=O)CC[C@]4(C)[C@H]3[C@@H](O)C[C@@]21C	i
Cc1ccc(-c2c(NC(=O)c3ccc(F)cc3)nc3ncccn23)cc1	2
CCOC(=O)[C@@]12CCC3=C1N(CCC3)C(=O)[C@H](CC(=O)NCCCOC)C2	-1
O=C(Nc1ccccc1)OC1CC2CC1[C@H]1CCCCN1[C@H]2Cc1ccccc1 (stereo partly specified)	-2
CCOC(=O)C1CCCN(S(=O)(=O)c2cc3c(cc2Br)CCN3C(=O)CC)C1 (stereo unspecified)	0
COc1ccc(S(=O)(=O)N[C@H]2CC[C@H](CCNC(=O)c3ccccc3F)O[C@@H]2CO)cc1	1
COc1ccc(CC(=O)N2CCN(C(=O)c3ccc4nc(C)n(C5CCCC5)c4c3)CC2)cc1	6
CCOc1ccccc1N/C(=N/c1nc(C)cc(C)n1)NC(=O)Nc1ccc(Cl)c(Cl)c1	0
C=CCN1C(=O)[C@@H](CC(=O)NCc2ccccc2)[C@]2(C(=O)OC)CCCCC=C12	-2
O=C(Nc1ccc(Cl)c(Cl)c1)N[C@@H]1CC[C@@H](CCn2cc(C3CCCCC3)nn2)O[C@@H]1CO	-5
Cn1c(=O)c2cc(S(=O)(=O)N3CCN(c4ccccc4Cl)CC3)ccc2n(C)c1=O	1
COC(=O)CCCCC(CCSS/C(CCO)=C(\C)N(C=O)Cc1cnc(C)nc1N)SC(C)=O (stereo unspecified)	1
COC(=O)[C@@]12CCCCC3=C1N(CCC3)C(=O)[C@H]2CC(=O)NCC12CC3CC(CC(C3)C1)C2	-2
CN(C)c1ccc(C(=O)C(=O)N2CCN(c3ccccc3)CC2)cc1	5
O=C(Nc1ccc(F)cc1)C(c1cccc(F)c1)N1CCN(C(=O)c2ccco2)CC1 (stereo unspecified)	-1
O=C(Nc1ccccc1C(F)(F)F)O[C@@H]1CC[C@@]23CCCN2C(=O)CCC[C@H]3C1	-2
CCOC(=O)C[C@@H]1OC[C@H](Cc2ccccc2)N1S(=O)(=O)c1ccc(C)cc1	2
CN(Cc1ccccc1)C(=O)OCc1cn(Cc2ccc(F)cc2)nn1	-2
COC(=O)[C@]12C[C@H](CC(=O)N3CCOCC3)C(=O)N(Cc3ccc(Cl)cc3Cl)C1=C[C@H](C1CCCC1)O[C@@H]2C	-2
CCCCCCc1ccc(NC(=O)[C@@H]2CC=C[C@@H]3CCN(Cc4ccccc4)C(=O)[C@@H]32)cc1	-2
COCCCNC(=O)C[C@@H]1C[C@@]2(C(=O)OC)CC(C)(C)CC=C2N(Cc2ccco2)C1=O	7
Cc1ccc(S(=O)(=O)N(CC(=O)NC2CCC(C)CC2)c2cc(C)cc(C)c2)cc1 (stereo unspecified)	-2
O=C1CN(C(=O)C2CCCCC2)C=CN1CCc1ccccc1Br	2
CCOC(=O)CC[C@H]1CC[C@]2(CCCN(C(=O)c3ccc4ccccc4n3)C2)O1	3
COC(=O)C1=CN(c2ccc3c(c2)OCO3)C(N)=C(C#N)C1c1ccc(-c2ccccc2)cc1 (stereo unspecified)	2
FC(F)(F)Oc1ccc(Cn2ccc3ccc(-c4ccc5ccn(Cc6ccc(OC(F)(F)F)cc6)c5c4)cc32)cc1	13

Laid out differently: results already given.
PI4K2A block	molecule
1	COC(=O)CCCCC(CCSS/C(CCO)=C(\C)N(C=O)Cc1cnc(C)nc1N)SC(C)=O (stereo unspecified)
-2	COC(=O)[C@@]12CCCCC3=C1N(CCC3)C(=O)[C@H]2CC(=O)NCC12CC3CC(CC(C3)C1)C2

(more compounds)
SMILES	PI4K2A block
C=CCn1c(SCC(N)=O)nnc1-c1ccccc1OC	-1
CCN(CC)c1ccc(C=Nn2c(C)nnc2C)cc1	-5
Cc1ccc(-c2cc(-c3nnc4sc(Cc5cccs5)nn34)[nH]n2)cc1	-2
CCOC(=O)NC[C@@]1(C(=O)OC)CC(=O)N(Cc2ccc(Cl)cc2)[C@@H]1c1ccc(OC)cc1	-2
COC(=O)[C@]12CCCCC=C1N(Cc1ccc3c(c1)OCO3)C(=O)[C@H](CC(=O)N1CCCCC1)C2	-9
CN1C2=N[C@@H](c3cccc(C(F)(F)F)c3)CC(=O)N2/C(=C\c2ccccc2)[C@H]1c1ccccc1	-13
CCOC(=O)[C@]12CCCC=C1N(CCc1ccc(OC)c(OC)c1)C(=O)[C@H](CC(=O)NCC13CC4CC(CC(C4)C1)C3)C2	-1
O=C(CNS(=O)(=O)c1cc2ccccc2s1)N1CCN(c2ccccn2)CC1	-4
O=C(CSc1nnc(-c2ccccc2)n1Cc1ccco1)Nc1ccc(Oc2ccccc2)cc1	-4
CCOC(=O)[C@]12CCCC=C1N(Cc1ccccc1)C(=O)[C@H](CC(=O)NCC1CCCCC1)C2	-7
O=S1(=O)C=CCN1Cc1cn(Cc2ccc(Cl)cc2)nn1	0
COc1ccc(-n2c(SCc3nc4ccccc4[nH]3)nc3ccccc3c2=O)cc1	0
CCOC(=O)[C@H](Cc1ccccc1)NC(=O)[C@H]1C[C@@]2(N3CCCCC3)c3ccccc3N(C(=O)OC(C)(C)C)[C@H]2N1C(=O)OC(C)(C)C	-1
O=C(Cn1cnc2ccccc2c1=O)N1CCCCC1	-3
COCO[C@@H]1CC(CO)=C[C@H]2OCO[C@H]21	3
CCCCOCCCNC(=O)C[C@@H]1C[C@@]2(C(=O)OC)CC(C)(C)CC=C2N(CCc2ccc(OC)c(OC)c2)C1=O	0
O=S1(=O)C=CCN1Cc1cn(Cc2cccc(Cl)c2)nn1	1
CC1(C)CC(=O)C=C(Nc2ccccc2NC(=O)c2cc(Cl)ccc2F)C1	3
O=C(NCc1ccccc1)C(c1ccc(C(F)(F)F)cc1)n1c(=O)c(-c2ccccc2)nc2ccccc21 (stereo unspecified)	-1
CCOC(=O)N1CCN(C(=O)C[C@H]2C[C@@]3(C(=O)OC)C(=C[C@H](C(C)C)O[C@@H]3C3CC3)N(Cc3ccc(Cl)cc3Cl)C2=O)CC1	-3
COC(=O)c1cc(Cl)ccc1OC	3
Cc1cccc(C(=O)Nc2c(-c3ccc(C(F)(F)F)cc3)nc3ncccn23)c1	-3
COC(=O)C(C(=O)OC)C1OC23CN(S(=O)(=O)c4ccc(C)cc4)C=CC2(C)C3c2ccccc21 (stereo unspecified)	-5

Ordered by the number under PI4K2A block (largest number first): some entries from above.
SMILES	PI4K2A block
CCOC(=O)C[C@@H]1OC[C@H](Cc2ccccc2)N1S(=O)(=O)c1ccc(C)cc1	2
Cc1cccc(C)c1N1C(=O)c2ccccc2NC(=O)C1C(=O)NCCc1ccccc1F (stereo unspecified)	-1
CCCOc1nccc2c1n(C)c(=O)n2C	-5

Looked up one by one from above:
SMILES	PI4K2A block
COC(=O)[C@]12C[C@H](CC(=O)N3CCOCC3)C(=O)N(Cc3ccc(Cl)cc3Cl)C1=C[C@H](C1CCCC1)O[C@@H]2C	-2
COCCCNC(=O)C[C@@H]1C[C@@]2(C(=O)OC)CC(C)(C)CC=C2N(Cc2ccco2)C1=O	7
